Screening data (PubChem)
HIV Rev-RRE inh = HIV-1 Rev-RRE binding inhibitors, primary screen, biochemical, FRET, protein-RNA interaction; Rev peptide-RRE RNA binding; inhibition, % at 8 µM; 0.79% of 97,000 active; AID 704, 2007;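 active = inhibition above the screen-wide mean plus 3 SD, cut at about 35% in these data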;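 note: 0% = median DMSO wells and 100% = median Neomycin B control wells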
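Test system: Cy5-tagged RRE RNA duplex with fluorescein-tagged Rev peptide; Probe or stimulus: labelled Rev peptide; Schedule: 5 min preincubation and 15 min binding, 25 °C; Signal: FRET fluorescence readout; Evaluation: % inhibition from 671/540 nm acceptor-to-donor ratio, scaled between controls; Control set: DMSO and neomycin B.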
CYP2C19 inhib = blockers of cytochrome P450 2C19 activity – biochemical, luminescence, ADME assay, primary screen | P33261 | CYP2C19 Supersomes, luciferin-H EGE luminescence, 30 min | inhibition, % at 5 µM | 21% of 96,000 active;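 active = CYP2C19 inhibition above a set limit at 5 µM in the primary screen, cut at about 50% in these data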;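 note: plate controls were negative control wells for no effect and 2.5 mM tranylcypromine positive control for full effect; values of inactives mirror those of a sister screen read the other way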
Target sequence (P33261 whole entry, looked up): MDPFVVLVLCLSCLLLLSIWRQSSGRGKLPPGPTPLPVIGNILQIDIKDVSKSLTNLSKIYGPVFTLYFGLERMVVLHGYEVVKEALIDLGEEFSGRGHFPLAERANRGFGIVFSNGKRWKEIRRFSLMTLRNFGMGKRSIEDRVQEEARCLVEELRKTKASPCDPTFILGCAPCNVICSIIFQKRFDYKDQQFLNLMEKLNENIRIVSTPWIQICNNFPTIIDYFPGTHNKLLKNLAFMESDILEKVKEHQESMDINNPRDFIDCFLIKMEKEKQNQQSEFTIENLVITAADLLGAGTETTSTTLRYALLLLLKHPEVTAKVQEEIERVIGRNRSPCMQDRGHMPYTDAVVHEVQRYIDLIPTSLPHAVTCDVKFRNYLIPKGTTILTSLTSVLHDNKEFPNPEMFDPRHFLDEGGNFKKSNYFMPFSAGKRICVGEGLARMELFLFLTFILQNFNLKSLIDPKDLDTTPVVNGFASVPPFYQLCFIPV
CYP2C19 activ = human CYP2C19 activators, primary screen, biochemical, luminescence; 96,000 tested, under 10 active; recombinant CYP2C19, luciferin-H EGE luminescence; stronger effect = higher value; 0 = fully inhibited enzyme, 1 = untreated enzyme; activation factor at 5 µM; Cytochrome P450 2C19 (Homo sapiens), P33261;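 active = activation factor of at least 2 at 5 µM in the primary screen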;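 note: 0 = wells with 2.5 mM tranylcypromine and 1 = vehicle-only wells; values of inactives mirror those of a sister screen read the other way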
EphB4 ephrin blk = EphB4-ephrin-B2 interaction antagonists, primary screen, biochemical, TNYL-RAW peptide probe, fluorescence polarization; Ephrin type-B receptor 4 (Homo sapiens), P54760; EphB4 LBD / TNYL-RAW-Alexa532 peptide; inhibition, % at 7 µM; 0.15% of 97,000 active;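 active = inhibition above the screen-wide mean inhibition plus 3 SD, cut at about 15% in these data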;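 note: 0% = DMSO wells and 100% = excess unlabeled TNYL-RAW peptide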
PLK1 PBD inh = Plk1 polo box domain binding inhibitors, primary screen, biochemical, fluorescence polarization. 0.13% of 97,000 active. Serine/threonine-protein kinase PLK1 (Homo sapiens), P53350. inhibition, %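 (tested at about 20 µM)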. Plk1 PBD phosphopeptide binding; in the data active = inhibition above about 34%, passing the limit was not always enough
CYP2C9 inh = blockers of cytochrome P450 2C9 activity – biochemical, luminescence, ADME assay, primary screen | P11712 | CYP2C9 Supersomes, luciferin-H conversion | inhibition, % at 5 µM | 20% of 96,000 active | AID 777, 2007;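 active = blocking of liver enzyme CYP2C9 beyond about 50% at 5 µM, limit read from the data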; note: values of inactives mirror those of a sister screen read the other way
Target sequence (P11712 whole entry, looked up): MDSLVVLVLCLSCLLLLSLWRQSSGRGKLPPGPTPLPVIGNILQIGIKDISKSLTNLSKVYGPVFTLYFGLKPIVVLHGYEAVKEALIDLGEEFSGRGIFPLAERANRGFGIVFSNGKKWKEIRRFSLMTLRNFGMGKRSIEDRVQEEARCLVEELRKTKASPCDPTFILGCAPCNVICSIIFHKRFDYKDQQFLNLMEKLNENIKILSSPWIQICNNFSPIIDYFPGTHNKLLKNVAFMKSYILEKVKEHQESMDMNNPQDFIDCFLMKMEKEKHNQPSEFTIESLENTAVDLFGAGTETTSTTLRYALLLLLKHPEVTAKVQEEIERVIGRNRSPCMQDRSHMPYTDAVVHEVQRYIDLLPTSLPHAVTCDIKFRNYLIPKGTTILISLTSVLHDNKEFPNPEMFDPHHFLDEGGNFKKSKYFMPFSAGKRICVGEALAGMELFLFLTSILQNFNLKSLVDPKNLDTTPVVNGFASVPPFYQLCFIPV
PLAP act = PLAP enzyme activators, biochemical, luminescence, HTS. Alkaline phosphatase, placental type (Homo sapiens), P05187. purified PLAP enzyme, luminescent substrate read-out; stronger effect = higher value. activation fold at 20 µM. 1.2% of 96,000 active; in the data active = activation fold above about 2
PLK1 inh = human PLK1 kinase inhibitors, primary screen, biochemical, TR-FRET. 0.53% of 97,000 active. recombinant PLK1 kinase, TR-FRET peptide phosphorylation. inhibition, % at 10 µM. Serine/threonine-protein kinase PLK1 (Homo sapiens), P53350;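 active = inhibition of 50% or more in the single-concentration screen; inactive = inhibition below 50%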;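 note: 0% = DMSO max control and 100% = H-89 dihydrochloride min control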
CYP2C9 activ = human CYP2C9 activators, primary screen, biochemical, luminescence; Cytochrome P450 2C9 (Homo sapiens), P11712; recombinant CYP2C9, luciferin-H conversion; stronger effect = higher value; factor 1 = untreated enzyme, 0 = blocked; activation factor at 5 µM; 1.4% of 96,000 active;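 active = activation factor of 2 or more for CYP2C9 at a 5 µM dose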;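 note: 0 = sulfaphenazole-blocked wells and 1 = vehicle-only wells; values of inactives mirror those of a sister screen read the other way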
Active calls of the source: *; / = no result given.

Order of values: HIV Rev-RRE inh	CYP2C19 inhib	CYP2C19 activ	EphB4 ephrin blk	PLK1 PBD inh	CYP2C9 inh	PLAP act	PLK1 inh	CYP2C9 activ
> O=C(NCc1ccc2[nH]c3c(c2c1)CCCC3)N1CCOCC1
 : 39*	0	1	1	10	9	1.4	-15	0.9
> O=C(C1CCC(CNc2c(N3CCCCC3)c(=O)c2=O)CC1)N1CCCCC1 (stereo unspecified)
 : /	7	0.9	/	22	10	1.2	-9	0.9
> Cc1ccc2nc(SCCCCOc3ccccc3)[nH]c2c1
 : 14	63*	0.4	1	-18	72*	0.8	3	0.3
> Cc1cc(C)n2nc(S(=O)(=O)NCCc3ccccc3)nc2n1
 : 9	10	0.9	2	0	-9	1	-6	1.1
> COc1ccc(-c2cc(C(F)(F)F)nc(SCCC(=O)N3CCOCC3)n2)cc1
 : 1	2	1	-4	7	14	0.9	-6	0.9
> Cc1nccn1CC(O)Cn1c2ccccc2c2ccccc21 (stereo unspecified)
 : -1	/	/	-2	5	/	/	-8	/
> Cc1cc(C)n(-c2nc3ccccc3c(=O)n2OC2CCCCC2)n1
 : 5	68*	0.3	0	-1	52*	1.8	-19	0.5
> CC(C)c1ccc(C(C(=O)NC(C)(C)C)N(C(=O)CNC(=O)c2ccco2)c2cccnc2)cc1 (stereo unspecified)
 : -3	/	/	-13	1	/	/	-13	/
> CCOc1cccc(NC(=O)Cn2nc(-c3ccc4c(c3)OCCO4)ccc2=O)c1
 : 11	/	/	6	5	/	/	-11	/
> Cc1nnc(NC(=O)CSc2nc(C(C)C)nc3ccccc23)s1
 : -3	8	0.9	1	20	66*	0.9	-1	0.3
> CCn1c(SC)nnc1-c1c[nH]c2ccccc12
 : 0	72*	0.3	-2	-4	4	0.9	77*	1
> O=C(CN1CCC(n2nnc3cc(C(F)(F)F)ccc32)CC1)Nc1ccc2c(c1)CCC2
 : 6	54*	0.5	-1	6	79*	1	-11	0.2
> Cc1cc(C)n(-c2cc(C)c(C)cc2Br)n1
 : 0	26	0.7	2	7	-9	1.2	-11	1.1
> CCOc1cc(/C=N/N=C(/N)c2nonc2N)cc(Br)c1OCc1ccc(Cl)cc1
 : 14	20	0.8	-3	22	49	0.9	-4	0.5
> CC(O)(CS(=O)(=O)Cc1cccc(C(F)(F)F)c1)C(=O)Nc1cccc(C(F)(F)F)c1 (stereo unspecified)
 : 23	34	0.7	3	-15	44	0.9	-8	0.6
> CC(C)(C)c1ccc(-c2noc(CCC(=O)NCC3CCCO3)n2)cc1 (stereo unspecified)
 : 10	65*	0.4	0	-7	48	1.7	-5	0.5
> O=S(CC(O)COCc1ccc(Cl)cc1)c1ccccn1 (stereo unspecified)
 : 5	-4	1	7	-34	-28	1.1	-4	1.3
> CC12CN3CCN(CC(C3)C1(O)CN1CCCCC1)C2 (stereo unspecified)
 : 0	-19	1.2	-6	-34	-27	1.2	-3	1.3
> COc1cccc(CNc2ccc(N3CCCCC3)cc2)c1OC
 : -2	80*	0.2	1	7	-150	1.5	-11	2.5*
> Cc1cccc(Cc2cnc(NC(=O)c3ccc(C)o3)s2)c1
 : 6	39	0.6	6	31	12	1.4	-13	0.9
> C=CCn1c(-c2cccc(Cl)c2)n[nH]c1=S
 : 2	49	0.5	2	11	12	1	-4	0.9
> O=C(CSc1nnc(-c2ccc(Cl)s2)o1)N1CCOCC1
 : 2	-4	1	-3	-5	-10	1.2	-12	1.1
> CCC1CCCCN1C(=O)Cn1c(C(=O)OC)cc2sc(Cl)cc21 (stereo unspecified)
 : 4	31	0.7	1	-18	7	0.9	-8	0.9
> CCOc1ccccc1Nc1ncnc2ccccc12
 : 7	8	0.9	-4	6	-8	0.8	-15	1.1
> NC(=O)c1ccccc1-c1nc(-c2ccccc2)no1
 : /	-1	1	/	/	-15	0.8	/	1.2
> COc1ccc(OC(=O)c2ccncc2)cc1
 : 7	77*	0.2	-2	19	57*	0.9	2	0.4
> CO/N=C/c1ccc(N2CCN(C(=O)c3ccc(F)cc3)CC2)c([N+](=O)[O-])c1
 : 6	39	0.6	2	28	42	1.6	-4	0.6
> COc1ccc2c(C(=O)CN(C)C3CCCCC3)c[nH]c2c1
 : 19	/	/	-3	25	/	/	-8	/
> Cc1ccc2cc(CCNC(=O)c3ccc4c(c3)OCO4)c(=O)[nH]c2c1C
 : 3	0	1	-5	18	60*	1	-12	0.4
> COc1ccc(OC)c(C2=NOC(C(=O)N3CCN(c4ccccc4)CC3)C2)c1 (stereo unspecified)
 : 9	29	0.7	-49	-5	-72	1.5	-7	1.7
> O=S(=O)(c1cccc(C(F)(F)F)c1)N1CCC(c2cc(-c3cccc4ccccc34)n[nH]2)CC1
 : 7	6	0.9	0	-3	9	1.1	-8	0.9
> CC(C)CCN1C(=O)CCC1(C)C(=O)NC1CCCCCCC1 (stereo unspecified)
 : -3	27	0.7	-4	-18	13	1	-11	0.9
> CC1Cc2cc(/C(O)=C3/C(=O)C(=O)N(CCCn4ccnc4)C3c3ccncc3)ccc2O1 (stereo unspecified)
 : 4	5	1	1	-32	17	1	-22	0.8
> CC(C)OC(=O)c1c(NC(=O)c2cccs2)sc2c1CCCC2
 : /	-4	1	/	/	74*	1.3	/	0.3
> C=CCn1cc(-c2ccc(Cl)cc2)cc(C#N)c1=O
 : 1	8	0.9	2	24	8	0.9	-2	0.9
> CCNC(=S)N1CC(C)OC(C)C1 (stereo unspecified)
 : 10	-17	1.2	4	-4	-12	1.1	-7	1.1
> O=C(NCc1ccccc1)/C(NC(=O)c1ccccc1)=C(/Sc1ccccn1)c1ccccc1
 : 0	/	/	3	-7	/	/	-10	/
> Clc1ccc(-c2nnc3n2CCCC3)cc1Cl
 : 5	-14	1.1	-2	-3	-16	1	-18	1.2
> COc1ccc(-c2ccc(SCC(=O)N3CCOCC3)nn2)cc1OC
 : 1	0	1	-5	-3	-1	1.1	-8	1
> CC(C)(C)OC(=O)N1Cc2ccccc2C[C@H]1C(=O)O
 : 6	-14	1.1	1	14	-5	0.9	-1	1

11 entries out of the list, ordered by number of heavy atoms, low to high:
Order of values: HIV Rev-RRE inh	CYP2C19 inhib	CYP2C19 activ	EphB4 ephrin blk	PLK1 PBD inh	CYP2C9 inh	PLAP act	PLK1 inh	CYP2C9 activ
> CCNC(=S)N1CC(C)OC(C)C1 (stereo unspecified)
 : 10	-17	1.2	4	-4	-12	1.1	-7	1.1
> C=CCn1c(-c2cccc(Cl)c2)n[nH]c1=S
 : 2	49	0.5	2	11	12	1	-4	0.9
> Clc1ccc(-c2nnc3n2CCCC3)cc1Cl
 : 5	-14	1.1	-2	-3	-16	1	-18	1.2
> C=CCn1cc(-c2ccc(Cl)cc2)cc(C#N)c1=O
 : 1	8	0.9	2	24	8	0.9	-2	0.9
> NC(=O)c1ccccc1-c1nc(-c2ccccc2)no1
 : /	-1	1	/	/	-15	0.8	/	1.2
> O=C(CSc1nnc(-c2ccc(Cl)s2)o1)N1CCOCC1
 : 2	-4	1	-3	-5	-10	1.2	-12	1.1
> COc1ccc2c(C(=O)CN(C)C3CCCCC3)c[nH]c2c1
 : 19	/	/	-3	25	/	/	-8	/
> CC(C)OC(=O)c1c(NC(=O)c2cccs2)sc2c1CCCC2
 : /	-4	1	/	/	74*	1.3	/	0.3
> COc1ccc(OC)c(C2=NOC(C(=O)N3CCN(c4ccccc4)CC3)C2)c1 (stereo unspecified)
 : 9	29	0.7	-49	-5	-72	1.5	-7	1.7
> CC1Cc2cc(/C(O)=C3/C(=O)C(=O)N(CCCn4ccnc4)C3c3ccncc3)ccc2O1 (stereo unspecified)
 : 4	5	1	1	-32	17	1	-22	0.8
> O=C(NCc1ccccc1)/C(NC(=O)c1ccccc1)=C(/Sc1ccccn1)c1ccccc1
 : 0	/	/	3	-7	/	/	-10	/

Next part.
Order of values: HIV Rev-RRE inh	CYP2C19 inhib	CYP2C19 activ	EphB4 ephrin blk	PLK1 PBD inh	CYP2C9 inh	PLAP act	PLK1 inh	CYP2C9 activ
> COc1ccc(-n2c(Cc3cccn3C)nnc2SCC(=O)Nc2nc(C)cs2)cc1
 : /	4	1	/	/	23	1.1	/	0.8
> O=C1CCCC2=C1C(c1ccc3c(c1)OCO3)c1c([nH]n(-c3ccccc3)c1=O)N2 (stereo unspecified)
 : -1	9	0.9	-2	-7	19	1.4	-15	0.8
> O=C(C1CCCO1)N1CCC(c2nc3ccccc3[nH]2)CC1 (stereo unspecified)
 : 3	21	0.8	0	18	-3	0.9	-8	1
> O=C(CNC(=O)c1cc2ccccc2o1)NCc1cccs1
 : 3	/	/	1	9	/	/	-10	/
> COc1cc(C(=O)NNC(=O)NC2CCCCC2)cc(OC)c1OC
 : 7	13	0.9	0	-28	-2	0.9	-9	1
> O=C1c2ccccc2S(=O)(=O)N1CC(O)COc1ccc(Cl)cc1 (stereo unspecified)
 : /	100*	0	/	/	67*	1.1	/	0.3
> O=C(Cc1ccccc1)Nc1ccc(NC(=O)C2CC2)nc1
 : 3	9	0.9	-3	-3	6	0.8	-10	0.9
> CC(=O)/C(=N\Nc1ccccc1)Oc1ccc([N+](=O)[O-])cc1
 : 3	/	/	-6	17	/	/	-9	/
> O=C(O)C1C2C=CC(C2)C1C(=O)NC(c1ccccc1)c1ccccc1 (stereo unspecified)
 : 21	-17	1.2	-11	10	-35	1	-10	1.3
> CCCCc1c(O)nc(SCCN(C)C)n(-c2ccccc2)c1=O
 : 4	-1	1	-5	-23	7	1.1	-13	0.9
> CCCN1C2=NCCCN2c2ccccc21
 : 1	9	0.9	-4	-15	-12	1	-5	1.1
> c1ccc(Oc2ncnc3oc(-c4ccccc4)cc23)cc1
 : -1	16	0.8	4	7	21	0.9	-18	0.8
> O=C(c1ccc(S(=O)(=O)N2CCOCC2)cc1)N1CCCc2ccccc21
 : -2	56*	0.4	-3	-7	28	1.1	-5	0.7
> CSc1nnc(-c2sccc2OCc2ccc(C)cc2)n1C
 : 7	17	0.8	3	22	13	0.9	-9	0.9
> Cc1ccc(C(=O)OCc2ccc3c(c2)OCO3)cc1S(=O)(=O)N1CCCCC1
 : 17	79*	0.2	2	-7	95*	1.1	-20	0
> CC(C)c1ccc(NC(=O)COc2ccc(S(=O)(=O)N3CCOCC3)cc2)cc1
 : 3	-18	1.2	3	9	38	0.9	-7	0.6
> COc1cccc(OCCCN2CCCCC2)c1
 : 6	1	1	3	4	-14	1.1	1	1.1
> COc1ccc(S(=O)(=O)CCc2nc3ccccc3s2)cc1
 : -2	76*	0.2	-2	13	9	1	-19	0.9
> COc1nc(OC)nc(N2CCC(C(=O)NCc3ccc(F)cc3)CC2)n1
 : 10	-5	1.1	-5	5	-46	1.1	-2	1.5
